Assay outcomes deposited in PubChem by several laboratories.
XIAP antagonists – small molecules displacing peptide from XIAP – biochemical, IAP family, fluorescence polarization (AID 1018); displacement, % at 20 µM, or IC50 in µM where a hit was titrated; 0.007% of 200,000 active; XIAP BIR domain, fluorescence polarization peptide displacement; higher % means a stronger effect; in the data active means displacement above about 50%; further: a part of the inactive calls stands beside numbers as strong as those of hits
RSV antiviral HEp-2 – inhibition of RSV-induced cytopathic effect – HEp-2 cells, primary 10 µM value included (AID 2391). HEp-2 cells, RSV-induced CPE inhibition; higher % means a stronger effect. one-dose CPE inhibition, % at 10 µM; IC50 in µM for titrated hits. 0.13% of 310,000 active; in the data active means a potency from the dose series; inconclusive means CPE inhibition mostly from about 23% at the one dose, without a potency; inactive means the rest, 99 in 100 with CPE inhibition below about 21%; further: strong numbers were not always called active
Dengue-2 NS5 capping – flavivirus cap methylation enzyme inhibition – biochemical, confirmation dose response, primary screen (AID 588689); 0.3% of 340,000 active; one-dose inhibition, % at 25 µM; IC50 in µM for titrated hits; Dengue-2 NS5 methyltransferase capping enzyme assay, biochemical; higher % means a stronger effect; in the data active means a potency from the dose series; inconclusive means inhibition above about 29% without an active follow-up result
West Nile virus CPE – inhibition of WNV-induced cytopathic effect – cell-based, CPE readout (AID 1621) | West Nile virus-infected cells, CPE inhibition; higher % means a stronger effect | one-dose CPE inhibition, % at 10 µM; IC50 in µM for titrated hits | 0.02% of 290,000 active; in the data active means a potency from the dose series; inconclusive means CPE inhibition mostly from about 3.7% at the one dose, without a potency; inactive means the rest, 99 in 100 with CPE inhibition below about 2.2%; further: strong numbers were not always called active
CSM14.1 death rescue – protection against thapsigargin-triggered cell killing – 384-well, CSM14.1, ATP luminescence, primary screen (AID 1222); CSM14.1 thapsigargin-induced death rescue, ATP luminescence; higher % means a stronger effect; one-dose cellular ATP content (survival), % at 20 µM; EC50 in µM for titrated hits; 190,000 tested, under 10 active;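 active means EC50 below 50 µM in the dose-response confirmation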;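 further: death triggered by thapsigargin at about 15 µM added after 2 h compound pretreatment; cell ATP read after overnight thapsigargin exposure of roughly 18 to 22 hours; normalized against plate controls of thapsigargin alone and 5% DMSO vehicle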
K1F lysis inhibition – inhibition of K1F phage lysis, E. coli UTI89, bacterial capsule biogenesis inhibitors, alamar blue (AID 488966); E. coli UTI89 K1F phage lysis, alamar blue, 2 h; higher % means a stronger effect; one-dose inhibition, % at 100 µM; IC50 in µM for titrated hits; 0.02% of 340,000 active;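 active means phage lysis inhibition, versus mean bacterial control, above a set limit; inconclusive means no clear call, values can overlap the other calls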;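 further: capsule biogenesis inhibitors block K1F phage lysis so surviving cells raise fluorescence; higher fluorescence means more inhibition of phage lysis; actives were called in the ten point dose series up to 300 µM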
SV40 large T antigen – SV40 large T antigen inhibitors, biochemical (AID 1903) | inhibition, % at 20 µM, or IC50 in µM where a hit was titrated | SV40 large T antigen ATPase/helicase inhibition assay; higher % means a stronger effect | 0.39% of 310,000 active; in the data active means a potency from the dose series; inconclusive means inhibition mostly from about 32% at the one dose, without a potency; inactive means the rest, 99 in 100 with inhibition below about 32%; further: strong numbers were not always called active
WT yeast gro inh – growth inhibition of WT yeast, mitochondrial fusion screen. mitochondrial fusion phenotypic screen, WT strain. inhibition, % at 10 µM. 2.1% of 190,000 active. AID 1362; in the data active means inhibition above about 58%; tested in S. cerevisiae
Yfh1-off respiration – enhancers of respiration in Yfh1-depleted yeast, dose response, Friedreich's ataxia, plus single-dose screen (AID 1465); 0.074% of 220,000 active; fold induction at 50 µM; hits with a dose series show EC50 in µM; S. cerevisiae Yfh1-off respiration, WST-1 reduction, 72 h; higher fold induction means a stronger effect;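 active means fold induction of absorbance versus untreated yeast above a set limit, then at least 30% activation at any dose in follow-up; inconclusive means repeats straddling the limit, or above it without dose testing; inactive means fold induction below the set limit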;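 further: activators that raise dye reduction in frataxin-depleted yeast; strong numbers were not always called active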
WT yeast gro inh mutant strain – also measured in WT yeast gro inh; calls as there; inhibition, %; mitochondrial fusion phenotypic screen, mutant strain inhibition
Dengue-2 NS5 capping pilot replicate – also measured in Dengue-2 NS5 capping; calls as there; inhibition, %; measured here: pilot screen replicate inhibition
* hit, by the source's call; i = inactive; u = inconclusive; x = not tested or not shown; [ ] = remark or other dose.

The first two entries (preview)
SMILES	XIAP antagonists	RSV antiviral HEp-2	Dengue-2 NS5 capping	West Nile virus CPE	CSM14.1 death rescue	K1F lysis inhibition	SV40 large T antigen	WT yeast gro inh	WT yeast gro inh mutant strain	Yfh1-off respiration	others
O=C(NCC1CCCO1)c1cccc(NS(=O)(=O)c2ccc(Br)cc2)c1 (stereo unspecified)	x	-0.5%	-1%	x	x	1.1%[50 µM]	11%	x	x	x
Cc1nnc(C)n1/N=C/c1cccn1C	-3.9%	1.4%	-5%	0.1%	-0.7%	0.7%	18%	0	-5	i

The list itself, previewed entries included:
SMILES	XIAP antagonists	RSV antiviral HEp-2	Dengue-2 NS5 capping	West Nile virus CPE	CSM14.1 death rescue	K1F lysis inhibition	SV40 large T antigen	WT yeast gro inh	WT yeast gro inh mutant strain	Yfh1-off respiration	others
O=C(NCC1CCCO1)c1cccc(NS(=O)(=O)c2ccc(Br)cc2)c1 (stereo unspecified)	x	-0.5%	-1%	x	x	1.1%[50 µM]	11%	x	x	x
Cc1nnc(C)n1/N=C/c1cccn1C	-3.9%	1.4%	-5%	0.1%	-0.7%	0.7%	18%	0	-5	i
Cc1ccc2c(C)c(C(=O)NCc3ccc(S(N)(=O)=O)cc3)oc2c1C	-5.4%	-1.6%	-6%	-0.8%	0.4%	-0.5%	24%	-6	-12	i
O=C(C1CCCO1)N1CCN(C(=S)Nc2ccc(Cl)c(Cl)c2)CC1 (stereo unspecified)	-5.8%	-0.3%	-14%	-0.3%	-0.6%	0.4%	8%	-3	4	i
CCCOC(=O)c1cccc(NC(=O)C(C)(C)C)c1	-2.8%	5.4%	-4%	-0.6%	-2.2%	0.0%	-1%	10	-2	i
Cc1ccc2nc(N3CCCCC3)c(C=O)c(=O)n2c1	-3.4%	3.2%	x	-0.8%	-1.3%	x	-1%	14	-7	i
CCn1c(=NC(=O)CSC(C)=O)sc2cc(F)ccc21	-10%	1.2%	-5%	-0.2%	0.6%	-0.2%	5%	-8	12	i
CCCOC(=O)c1ccc(NC(=O)CCC(=O)OCC)cc1	-0.8%	1.3%	-8%	-0.3%	-0.7%	0.5%	10%	7	8	i	Dengue-2 NS5 capping pilot replicate=-5.4
Cc1ccc2[nH]c(=O)c3cc(C(=O)NCCN4CCN(C)CC4)sc3c2c1	-5.1%	-1.3%	-3%	0.3%	x	2.4%	5%	-2	1	i
CC(=O)c1ccc(NC(=O)COC(=O)C2C3CC4OC(=O)C2C4C3)cc1 (stereo unspecified)	x	0.5%	-1%	-0.4%	x	0.1%	2%	x	x	x
O=c1c(-c2ccccc2)c(-c2ccccc2)oc2cc(O)cc(O)c12	x	13%	-9%	0.2%	x	0.2%	18%	x	x	x
CC1(OC(=O)C2CCCC2)C(=O)C=C2C=C(c3ccsc3)N(C3CCCC3)C=C2C1=O (stereo unspecified)	x	-2.2%	13%	-0.5%	x	2.1%	23%	x	x	i
Cc1ccc(S(=O)(=O)NCCN=Cc2ccc(N(C)C)cc2)cc1	x	1.7%	-3%	-0.1%	x	0.3%[50 µM]	10%	x	x	x
COCCCNC(=O)C1CCN(S(=O)(=O)c2c(C)noc2/C=C\c2ccc(OC)cc2)CC1	-1.4%	9.3%	1%	-0.3%	-2.5%	0.1%	4%	1	0	i
COc1ccc(C(=O)N(Cc2nc(-c3ccc(C)cc3)no2)C2CCCCC2)cc1OC	-0.6%	4.3%	-3%	-0.1%	-2.1%	0.1%	7%	65*	2.8*	i
OC(COCc1ccc(Cl)cc1)CN1CCCCC1 (stereo unspecified)	x	-1.1%	-2%	0.1%	x	0.1%	3%	x	x	x
COc1ccccc1C(=O)Nc1ccc2c(c1)nc(CCNC(C)=O)n2C	2.3%	3.2%	0%	-0.3%	x	0.8%	0%	1	-5	i
CC1=C(C(=O)Nc2ccccc2)C(c2sccc2C)n2nnnc2N1 (stereo unspecified)	-1.5%	x	x	x	0.1%	x	3%	-2	5	x
CC(=O)Nc1ccc(NC(=O)C2C3C=CC(C3)C2C(=O)O)cc1 (stereo unspecified)	x	0.8%	-5%	-0.1%	x	0.2%	5%	x	x	x	Dengue-2 NS5 capping pilot replicate=-5.2
COC(=O)CCC(=O)Nc1ccc(Cl)c(Cl)c1	-8.7%	0.5%	1%	-0.5%	-2.2%	0.7%	21%	2	3	i
O/N=C(\CN1CCCCC1)c1ccccc1	x	0.7%	3%	0.4%	x	0.1%	8%	x	x	x
CCCc1cc(=O)[nH]c(=S)[nH]1	-5.7%	0.7%	-4%	0.8%	1.8%	-0.2%	8%	20	-11	i
COc1ccc(-c2nnc(NC(=O)c3ccccc3[N+](=O)[O-])s2)c(OC)c1	x	1.1%	-4%	-0.1%	x	-0.8%	15%	x	x	x
Cc1cc(C)n(-c2ccc(C(=O)Nc3cc(C(F)(F)F)ccc3N3CCOCC3)cc2)n1	-3.8%	1.0%	7%	-0.2%	4.3%	0.1%	10%	21	4	i
O=C(Nc1nc(-c2ccccc2)cs1)C1COc2ccccc2O1 (stereo unspecified)	-5.0%	10%	-4%	-0.1%	0.3%	0.9%	5%	-6	-1	i
CN(C)CCCN(C(=O)CCc1ccccc1)c1nc2ccc(Cl)cc2s1	-3.5%	16%	-3%	-1.4%	0.4%	-18%	11%	91	92	i
CCOC(=O)c1csc(NC(=O)CN2CCOCC2)n1	x	1.3%	-1%	-0.5%	x	0.5%	10%	x	x	x
COc1ccccc1-n1cnnc1SCC(=O)c1ccc[nH]1	-1.5%	2.3%	-10%	-0.1%	x	6.1%	6%	11	16	i
CCOCCCNCC(O)c1ccccc1 (stereo unspecified)	2.5%	0.1%	0%	-0.2%	-1.6%	-0.3%	13%	3	10	i
COc1ccc(C2NC(C(=O)O)Cc3c2[nH]c2ccccc32)cc1OC (stereo unspecified)	-5.1%	0.7%	-6%	0.1%	-0.9%	0.0%	-3%	-9	-19	i
Clc1ccc(-c2n[nH]c3c2Cc2ccccc2-3)cc1Cl	x	2.3%	x	0.3%	x	x	11%	x	x	i
Clc1ccccc1Sc1cnc2ccccc2n1	-5.0%	-0.7%	-2%	0.4%	-5.0%	1.2%	-3%	-28	-1	i
CC(c1nnc(SCC(=O)N2CC(=O)Nc3ccccc32)n1Cc1ccccc1)N(C)C (stereo unspecified)	-3.7%	-0.7%	-8%	0.0%	-1.2%	0.1%	15%	0	0	i
Fc1ccccc1Cn1c2[n+](c3ccc(C(F)(F)F)cc31)CCCCC2	-1.4%	-0.9%	-4%	0.1%	-2.3%	0.3%	2%	14	5	i
Cc1c(Cl)cccc1NC(=O)CCCn1nc([N+](=O)[O-])cc1C	1.5%	-0.6%	3%	-0.1%	-1.3%	0.2%	7%	-3	-12	i
O=C(Cc1ccc(S(=O)(=O)N2CCCCC2)s1)Nc1ccc(F)c(F)c1	0.2%	u	-8%	-0.8%	10%	0.0%[50 µM]	19%	21	8	i
O=S(=O)(c1ccc(F)cc1)N1CCN(c2ccc(F)cc2)CC1	x	2.0%	3%	0.3%	x	0.0%	10%	x	x	x
CN(Cc1ccccc1)C1CCN(Cc2ccccc2[N+](=O)[O-])CC1	x	0.6%	x	-0.8%	x	0.3%	3%	x	x	x
O=C1N/C(=C\c2ccccc2)C(O)=C1C=NCc1ccccc1	-7.3%	0.1%	-4%	-0.8%	0.9%	-0.4%[50 µM]	18%	9	1	i
O=C(CNC(=O)c1ccco1)Nc1ccc(OC(F)F)cc1	x	0.3%	-10%	0.1%	x	1.2%[50 µM]	4%	x	x	x
CN(Cc1ccccc1)C(=O)c1ccccc1C(=O)O	-6.9%	-1.8%	-2%	0.2%	-1.6%	0.1%	10%	-9	6	i
Cc1nc(Br)c(Br)c(C)c1Br	x	1.2%	-3%	1.1%	x	0.1%	5%	x	x	i
COc1ccc(CNC(=O)C2Cc3cc(S(=O)(=O)N4CCCC4)ccc3N2C(C)=O)c(OC)c1 (stereo unspecified)	x	1.1%	-4%	-0.4%	x	0.2%	9%	x	x	x
CN(Cc1c(F)cccc1Cl)c1ccc(S(=O)(=O)N2CCOCC2)cn1	-3.9%	u	5%	-0.4%	-3.3%	0.1%	7%	10	-32	i
COc1ccc(N2CCN(CC(=O)Nc3nc(C)cs3)CC2)cc1	x	0.0%	-7%	-0.3%	x	0.2%	14%	x	x	x
O=C(NCc1ccccc1Cl)c1ccc2nnsc2c1	x	3.4%	-9%	-0.5%	x	0.5%	7%	x	x	i
COc1ccccc1Oc1nc2c(c(=O)n(Cc3ccccc3F)c(=O)n2C)n1C	-1.3%	1.0%	-4%	-0.1%	-1.3%	7.3%	11%	39	37	i
N#CNC(=Nc1cccc(F)c1)SCc1ccccc1	-1.3%	1.5%	5%	-0.3%	0.4%	1.2%	3%	-11	-23	i
FC(F)(F)c1ccc(Oc2ccc3c(C(F)(F)F)cc(C(F)(F)F)nc3n2)cc1	-6.2%	3.2%	-3%	0.5%	-1.8%	1.0%	1%	-3	-4	i	Dengue-2 NS5 capping pilot replicate=3.5
O=C(CCSCCc1ccncc1)NCCCN1CCOCC1	-3.7%	1.0%	7%	0.0%	1.2%	0.9%	-12%	-4	9	i
Remaining list, next part.
SMILES	XIAP antagonists	RSV antiviral HEp-2	Dengue-2 NS5 capping	West Nile virus CPE	CSM14.1 death rescue	K1F lysis inhibition	SV40 large T antigen	WT yeast gro inh	WT yeast gro inh mutant strain	Yfh1-off respiration	others
CCn1cc(C(=O)N2CCc3ccccc32)c(=O)c2cc(S(=O)(=O)N3CCOCC3)ccc21	-4.5%	-0.7%	4%	x	-0.4%	0.3%	11%	-14	23	x
O=C(NC1CCCc2ccccc21)C(Cc1ccccc1)NS(=O)(=O)c1cccs1 (stereo unspecified)	-5.0%	1.9%	-6%	-1.2%	-0.2%	2.2%	9%	-8	11	i
CCc1ccc(-c2nc(C(N)=O)c3[nH]c(=O)n(-c4ccccc4OC)c3n2)cc1	-3.6%	6.1%	-3%	1.4%	-0.9%	0.2%	6%	-10	-13	i
COc1cccc(CC(NC(C)=O)C(=O)NC2CCN(c3nc(C)cc(C)c3C#N)CC2)c1 (stereo unspecified)	-4.0%	-0.9%	0%	0.0%	-5.1%	1.2%	-4%	-2	4	i
Cc1ccc2c(c1)c1c(n2CC(O)CNC(C)(C)C)CCCC1 (stereo unspecified)	-4.4%	x	10%	u	-1.1%	-1.6%	7%	32	42	i
COc1cc(CC(=O)Nc2ccc3nc(SC)sc3c2)cc(OC)c1OC	x	4.9%	-3%	-0.2%	x	-0.1%	19%	x	x	i
O=C(NNC1=Nc2ccccc2SC1)c1cccc([N+](=O)[O-])c1	x	4.9%	x	-0.9%	x	x	5%	x	x	i
